Bioassay records as filed in PubChem.
PPARg SRC1 recr – PPARgamma agonists recruiting SRC-1 coactivator, primary screen, biochemical. Peroxisome proliferator-activated receptor gamma (Homo sapiens), P37231. PPARgamma-SRC-1 coactivator recruitment biochemical assay. activation, % at 8 µM. hit rate 0.41% among 200,000. AID 631, 2007; in the data active = activation above about 19%;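 note: 0% = DMSO and 100% = reference agonist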
Target sequence (P37231 whole entry, looked up): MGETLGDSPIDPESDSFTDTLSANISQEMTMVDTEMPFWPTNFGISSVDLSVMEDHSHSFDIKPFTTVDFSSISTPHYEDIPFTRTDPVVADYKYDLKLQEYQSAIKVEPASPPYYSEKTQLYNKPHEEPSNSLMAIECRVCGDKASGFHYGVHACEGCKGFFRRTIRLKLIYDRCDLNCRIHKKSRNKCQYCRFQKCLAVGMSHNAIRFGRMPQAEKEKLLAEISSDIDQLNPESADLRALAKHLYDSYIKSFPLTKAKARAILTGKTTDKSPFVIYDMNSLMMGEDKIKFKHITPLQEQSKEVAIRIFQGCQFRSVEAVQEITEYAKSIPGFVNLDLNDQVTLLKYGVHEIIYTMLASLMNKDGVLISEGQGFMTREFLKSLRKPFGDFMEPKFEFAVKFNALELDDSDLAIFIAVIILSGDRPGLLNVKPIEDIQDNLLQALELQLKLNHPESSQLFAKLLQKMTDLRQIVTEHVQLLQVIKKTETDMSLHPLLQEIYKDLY
STAT3 activator – IL-6 driven STAT3 reporter potentiators, primary screen, U3A cells, luciferase, luminescence, MLSCN library; IL-6 STAT3-luciferase reporter; 100% = signal with IL-6 EC80 alone; activation (% of control), % at 5.6 µM; hit rate 0.91% among 190,000; AID 871, 2007;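 active = activation above the screen-wide mean of compound activation plus 3 SD, cut at about 130% in these data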;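 note: 0% = background luminescence of wells with medium and substrate only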
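system = STAT3-luciferase reporter U3A cells | reagent = IL-6 stimulus at 33 ng/mL final | timing = 1 h compound pre-exposure, 6 h IL-6 stimulation, 37 °C | measured by = luminescence | evaluation = % activation versus median of IL-6-stimulated wells | control set = IL-6-only wells as 100% reference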
SRC2 TRFRET art – TR-FRET signal artefacts, primary screen, artefact control for PPARgamma SRC-2 agonist project, biochemical. TR-FRET artefact counter-screen; stronger effect = higher value. TR-FRET ratio at 8 µM. hit rate 0.4% among 200,000. AID 1049, 2008; in the data active = TR-FRET ratio above about 2000; note: inactives centre near 1500
bIAP act – bovine intestinal alkaline phosphatase activators, primary screen, biochemical, bovine IAP, CDP-star luminescence | alkaline phosphatase, intestinal [Bos taurus] | purified bovine IAP, 30 min; stronger effect = higher value; fold of DMSO-control signal, blank-subtracted | activation factor at 20 µM | hit rate 0.17% among 200,000 | AID 1016, 2008;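 active = activation factor of 2 or more at 20 µM, a signal rise over negative controls twice the positive control's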
TNAP act hiacc – TNAP activators at high phosphate acceptor level, primary screen, biochemical, luminescence, uHTS; 200,000 tested, under 10 active; purified TNAP, CDP-star luminescence, 1 M DEA, 30 min; stronger effect = higher value; 0 = EDTA background, 1 = DMSO-only activity; Alkaline phosphatase, tissue-nonspecific isozyme (Homo sapiens), P05186; activation factor at 20 µM;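 active = activation factor at least 2 at 20 µM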
Target sequence (P05186 whole entry, looked up): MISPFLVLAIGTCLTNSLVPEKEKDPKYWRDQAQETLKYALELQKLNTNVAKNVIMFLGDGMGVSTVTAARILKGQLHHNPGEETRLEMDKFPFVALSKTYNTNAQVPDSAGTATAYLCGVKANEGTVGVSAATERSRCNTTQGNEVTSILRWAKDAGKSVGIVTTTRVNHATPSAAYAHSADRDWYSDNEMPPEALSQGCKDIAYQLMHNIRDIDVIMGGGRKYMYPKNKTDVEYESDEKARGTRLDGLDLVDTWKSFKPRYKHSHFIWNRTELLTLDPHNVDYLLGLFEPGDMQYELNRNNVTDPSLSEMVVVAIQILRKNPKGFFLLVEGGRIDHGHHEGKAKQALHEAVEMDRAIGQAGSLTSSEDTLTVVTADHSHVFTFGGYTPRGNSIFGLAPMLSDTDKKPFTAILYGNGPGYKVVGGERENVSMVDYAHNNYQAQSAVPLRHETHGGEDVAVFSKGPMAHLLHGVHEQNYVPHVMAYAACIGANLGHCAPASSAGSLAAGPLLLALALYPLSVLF
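Control set: EDTA negative control, DMSO positive control / Assay system: human TNAP / Quantity: TNAP 1/800 final / Evaluation: TNAP activation factor scaled between EDTA and DMSO control wells / Measured by: luminescent substrate turnover signal / Compound dosing: one dose, 20 µM / Times: 30 min enzyme reaction at room temperature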
ROMK mod – ROMK potassium channel modulators, primary screen, cell-based, thallium flux, MLSMR library | Tet-inducible ROMK, thallium flux fluorescence; actives lie on both sides | hit rate 2% among 130,000 | B-score at 10 µM | ATP-sensitive inward rectifier potassium channel 1 (Homo sapiens), P48048;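 active = signal ratio slope over the read window, or its plate-corrected B-score, at least 3 SD from the plate mean, either direction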;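 note: B-score of the F/F0 ratio slope over 7 to 12 s after thallium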
PPARg SRC-3 ag – PPARgamma agonists recruiting SRC-3 coactivator, primary screen, biochemical; Peroxisome proliferator-activated receptor gamma (Homo sapiens), P37231; biochemical PPARgamma/SRC-3 coactivator recruitment assay; activation, % at 8 µM; hit rate 0.26% among 200,000; AID 731, 2007; in the data active = activation above about 23%;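 note: 0% = DMSO and 100% = reference agonist; some compounds past the cut are filed as inactive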
STAT3 inh – IL-6 driven STAT3 reporter inhibitors, primary screen, U3A cells, luciferase, luminescence, MLSCN library; hit rate 0.89% among 190,000; IL-6 STAT3-luciferase reporter; host cell line lacks STAT1; inhibition, % at 5.5 µM;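 active = inhibition above the mean inhibition across all screened compounds plus 3 SD, cut at about 44% in these data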;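 note: 0% = DMSO only wells and 100% = 100 µM nifuroxazide control wells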
STAT1 inh – STAT1 signaling inhibitors, primary screen, cell-based, HTS, luciferase reporter. AID 920, 2007. inhibition, % at 5.5 µM. NIH 3T3 STAT1-luciferase reporter, IFN-gamma, luminescence. hit rate 0.35% among 200,000;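 active = inhibition above a set limit, the mean inhibition across all tested compounds plus 3 SD, cut at about 34% in these data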;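 note: 0% = IFN-gamma with DMSO and 100% = IFN-gamma with 300 µM nifuroxazide; values of inactives mirror those of a sister screen read the other way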
bIAP inhibitor – bovine intestinal alkaline phosphatase inhibitors, primary screen, selectivity assay for TNAP inhibitor project, biochemical, bovine IAP, CDP-star luminescence; alkaline phosphatase, intestinal [Bos taurus]; purified bovine IAP, 30 min; AID 1019, 2008; 190,000 tested, under 10 active; inhibition, % at 20 µM;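 active = over 50% inhibition of intestinal alkaline phosphatase at 20 µM in the single-dose screen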
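Incubation: 30 min reaction at room temperature / Material: purified bovine intestinal alkaline phosphatase (IAP) enzyme / Input: enzyme at 1/65,000,000 dilution / Dosing: 20 µM single dose / Signal: CDP-star luminescence signal / Reagent: CDP-star chemiluminescent phosphatase substrate, 30 µM final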
PPARg SRC2 recr – agonists of PPARg-SRC-2 recruitment, primary screen, biochemical, HTS; Peroxisome proliferator-activated receptor gamma (Homo sapiens), P37231; PPARgamma LBD-SRC-2 recruitment; activation, % at 8 µM; hit rate 0.34% among 200,000; in the data active = activation above about 22%;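 note: 0% = vehicle and 100% = reference agonist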
* = called active by the depositor; . = no result given.

SMILES	PPARg SRC1 recr	STAT3 activator	SRC2 TRFRET art	bIAP act	TNAP act hiacc	ROMK mod	PPARg SRC-3 ag	STAT3 inh	STAT1 inh	bIAP inhibitor	PPARg SRC2 recr
Cc1ccc(OCCCCn2ccnc2)c([N+](=O)[O-])c1	8.3	93.0	1683	1	1	-0.505	4.5	14.9	7.9	4.8	7.8
Cc1cccc(C2CC(c3ccc(Br)cc3)Nc3nc(N)nn32)c1 (centres undefined)	1.3	102.1	1705	1	1	.	-2.5	2.2	-2.7	-1.4	-0.2
CCCn1nc(C(=O)N2CC(=O)Nc3ccccc32)c2ccccc2c1=O	2.1	93.5	1660	.	.	2.1	4.0	11.5	-6.0	.	7.4
COc1cccc(OC)c1C(=O)Nc1cc(C)nn1-c1nc2ccccc2[nH]1	-0.8	97.9	1494	1.1	1.1	-0.815	2.0	11.4	24.0	-9.6	-2.0
COc1cccc(N2CC(O)=C(c3nc4ccccc4s3)C2=N)c1	1.3	118.8	1479	1	1	3.31*	2.3	-19.7	-32.8	1.4	4.3
CCOC(=O)[C@@H]1CCNC[C@@H]1c1ccccc1	6.3	101.2	1595	0.9	1	.	9.8	4.3	-1.8	6.5	10.0
C#CCOc1ccc(Br)cc1/C=N/O	8.8	106.2	1534	0.8	1	1.27	-1.7	-6.2	2.6	21.6	3.5
Cc1ccc(S(=O)(=O)N2CCC[C@H]2C(=O)OC(C)C(=O)Nc2ncc(Cl)cc2Cl)cc1 (some centres undefined)	2.6	103.1	1459	1	1.1	.	6.7	-0.3	-2.8	0.4	-6.5
COc1ccc(C(=O)n2nc(-c3ccc(Cl)cc3)nc2N)cc1OC	14.2	132.0	1706	0.9	1	.	-2.3	-36.8	-5.2	8.5	12.8
COc1ccc(C(c2c(C)[nH]n(-c3ccccc3)c2=O)c2c(C)[nH]n(-c3ccccc3)c2=O)cc1OC	7.1	101.9	1706	1	1	-1.06	1.4	-5.0	6.5	1.2	10.4
COc1ccc(-c2nnn(CC(=O)N(CCCO)C(C(=O)NC3CCCC3)c3ccncc3)n2)cc1 (centres undefined)	6.8	101.4	1849	1.1	1	-0.773	4.4	-0.1	-0.8	-8.6	5.1
O=C(CC(NC(=O)OCc1ccccc1)C(=O)O)OCc1ccccc1 (centres undefined)	6.4	96.2	1587	1	1.1	0.619	4.0	6.5	3.4	-0.9	6.0
COc1ccc(-c2ccc(SCc3cccnc3)nn2)cc1OC	4.3	88.2	1500	1.2	1.1	-0.91	3.5	17.6	-1.2	-15.5	8.4
O=C(Nc1ccc2cn[nH]c2c1)c1ccc(Cl)c(S(=O)(=O)N2CCOCC2)c1	-1.0	125.5	1410	0.4	1	.	3.8	-36.5	-17.6	.	2.5
O=C1CC(/C=C/c2ccncc2)=Nc2ccccc2N1	6.3	98.9	1676	1.1	1.1	0.692	0.6	3.3	-3.5	-12.2	-1.4
CCOc1ccc(S(=O)(=O)Nc2ccccc2C(=O)N/N=C/c2c(OC)ccc3ccccc23)cc1	3.0	101.8	1594	0.9	1	.	-5.7	-7.3	4.0	7.2	0.0
CCOc1ccc(NC(=O)CN(c2cccc(C(F)(F)F)c2)S(C)(=O)=O)cc1	2.8	102.5	1753	1	1	-0.483	5.3	3.1	4.7	0.4	10.3
O=C(Nc1ccccc1)C1=C[C@H](C2CC2)C[C@H](OCCCCO)O1	-7.3	.	1351	1	1	.	-1.0	.	-18.5	-1.5	-1.3
N#CC1=C(SCC(=O)Nc2cccc3cccnc23)NC(=O)C(C#N)C12CCCCC2 (centres undefined)	-1.1	108.7	1688	1.1	1	.	-1.8	-5.3	-0.9	-11.1	6.3
O=C(/C=C/c1cccc2ccccc12)c1ccncc1	2.0	84.7	1530	0.8	1	.	-0.5	13.8	11.9	18.9	2.4
CCOc1ccc(S(=O)(=O)/N=C(/c2ccccc2)N(C)C)cc1	-2.1	98.1	1480	0.9	1	-0.14	2.2	8.2	4.7	10.3	2.6
COCCNC(=O)c1nn2cccnc2c1Cl	-0.1	97.3	1507	1	1.1	0.0071	1.7	9.0	-5.6	-0.9	11.4
O=C(Nc1ccc(Cl)cc1F)C1CCN(S(=O)(=O)c2cccnc2)CC1	3.2	99.9	1752	0.9	1	0.541	7.3	6.0	1.2	13.1	1.0
Cc1cc(NC(=O)CSc2nnc(-c3ccncc3)n2-c2ccc(F)cc2)no1	-2.3	97.1	1477	1	1	1.11	-2.1	7.8	4.4	-0.4	-5.1
Cc1ccc2c(CC(=O)Nc3sccc3C(N)=O)coc2c1	2.0	85.8	1596	0.8	1	.	4.7	20.1	-1.3	20.4	4.4
CCCNC(=O)c1ccc(CNc2c(N3CCC(C(=O)OCC)CC3)c(=O)c2=O)cc1	8.7	101.2	1462	1	1	.	-1.4	4.0	-7.3	-3.2	-1.7
Cc1nc([N+](=O)[O-])cn1CC(=O)NCCCO	-5.4	96.6	1531	1.1	1	.	-5.2	6.6	-3.9	-13.3	-10.6
COC(=O)Cc1c(O)ccn(C2CC2)c1=O	10.6	93.5	1627	0.9	1	-0.102	5.6	17.1	4.6	12.6	2.6
COc1ccc(-c2cc3ncc(C(C)=O)c(C)n3n2)cc1	-0.3	87.3	1558	1	1	-0.239	2.6	19.9	-37.4	1.8	-1.6
CO/N=C(/CNC(=O)c1ccc(F)cc1)c1ccc(Cl)cc1	-11.5	96.5	1354	1	1	-0.674	-6.0	11.7	9.6	0.3	-7.2

In the list so far, these have a Cl atom.
SMILES	PPARg SRC1 recr	STAT3 activator	SRC2 TRFRET art	bIAP act	TNAP act hiacc	ROMK mod	PPARg SRC-3 ag	STAT3 inh	STAT1 inh	bIAP inhibitor	PPARg SRC2 recr
Cc1ccc(S(=O)(=O)N2CCC[C@H]2C(=O)OC(C)C(=O)Nc2ncc(Cl)cc2Cl)cc1 (some centres undefined)	2.6	103.1	1459	1	1.1	.	6.7	-0.3	-2.8	0.4	-6.5
COc1ccc(C(=O)n2nc(-c3ccc(Cl)cc3)nc2N)cc1OC	14.2	132.0	1706	0.9	1	.	-2.3	-36.8	-5.2	8.5	12.8
O=C(Nc1ccc2cn[nH]c2c1)c1ccc(Cl)c(S(=O)(=O)N2CCOCC2)c1	-1.0	125.5	1410	0.4	1	.	3.8	-36.5	-17.6	.	2.5
COCCNC(=O)c1nn2cccnc2c1Cl	-0.1	97.3	1507	1	1.1	0.0071	1.7	9.0	-5.6	-0.9	11.4
O=C(Nc1ccc(Cl)cc1F)C1CCN(S(=O)(=O)c2cccnc2)CC1	3.2	99.9	1752	0.9	1	0.541	7.3	6.0	1.2	13.1	1.0
CO/N=C(/CNC(=O)c1ccc(F)cc1)c1ccc(Cl)cc1	-11.5	96.5	1354	1	1	-0.674	-6.0	11.7	9.6	0.3	-7.2

Continuation.
SMILES	PPARg SRC1 recr	STAT3 activator	SRC2 TRFRET art	bIAP act	TNAP act hiacc	ROMK mod	PPARg SRC-3 ag	STAT3 inh	STAT1 inh	bIAP inhibitor	PPARg SRC2 recr
Cc1ccccc1/C(N)=N/OC(=O)c1cccs1	1.3	101.9	1520	1	1	.	3.5	-3.3	-20.2	3.6	2.0
CSc1nn2c(C)c(C)c(C)nc2c1C#N	12.9	91.6	1743	1.1	1	-0.172	4.7	14.3	0.3	-12.4	14.7
COc1ccccc1-c1cc(-c2ccc(C)cc2)nc(SCc2nnc(-c3ccccc3)o2)c1C#N	11.4	99.0	1268	1	1	.	-3.5	8.4	3.0	3.6	-10.0
CC(=O)Nc1ccc(CN2CCN(c3cccc(C(F)(F)F)c3)CC2)cc1	-0.3	94.8	1492	1	1.1	.	2.3	11.1	1.3	2.4	2.5
O=S(=O)(c1ccccc1)N1CCC(n2nnc3cc(F)ccc32)CC1	-4.2	100.6	1489	0.9	1	-0.696	-7.8	-0.6	1.6	5.0	-4.1
CCNc1nc(NCC)nc(C(=O)OCCO)n1	4.2	106.2	1690	0.9	1	.	10.7	1.7	-3.4	8.9	3.8
COCCNC(=O)[C@H]1C[C@@H]1[C@H](NP(=O)(c1ccccc1)c1ccccc1)c1ccccc1	4.5	96.1	1306	0.8	1	-0.037	-4.2	1.8	-2.6	17.0	8.5
Cn1cccc1-c1nc2ccc(NC(=O)c3ccco3)cc2[nH]1	-2.7	76.8	1539	0.7	1	0.0197	-2.7	27.8	-8.8	26.0	4.0
COCCN1Cc2cccc(C(=O)NCc3ccc4c(c3)OCO4)c2C1=O	-4.7	82.5	1251	1.1	1.1	1.33	0.7	26.8	5.5	-10.6	-2.3
COc1ccccc1OCCC(=O)OCC(=O)NCc1ccccc1	18.1	86.5	1615	0.8	1	.	3.3	19.9	11.4	17.0	1.0
CCn1cc(/C=C/C(=O)Nc2ccn(Cc3c(F)c(F)cc(F)c3F)n2)cn1	5.1	92.7	1679	1	1	-0.403	9.5	6.8	-3.4	1.5	13.5
CN(c1cc(=O)n2ccccc2n1)C1CCCCC1	-12.4	105.8	1653	0.9	1	.	3.3	-2.5	-5.2	8.9	-1.1
Cn1c(=O)cc(NCc2ccccc2)[nH]c1=O	8.4	97.9	1629	0.8	1	-0.0829	5.1	6.9	-17.6	15.7	8.4
CCOC(=O)c1c(NC(=O)c2nn(C)cc2[N+](=O)[O-])sc(C)c1C	-2.0	89.7	1466	0.9	1	-0.575	-2.9	14.3	0.9	7.8	2.5
CNc1oc(C)nc1S(=O)(=O)c1ccc(C)cc1	-3.8	98.2	1468	1	1.1	-1.8	-8.4	5.0	0.6	-1.1	-1.1
O=C1c2ccccc2C(Nc2ccc(S(=O)(=O)N3CCCCCC3)cc2)N1Cc1ccco1 (centres undefined)	3.4	95.4	1709	1	1.1	.	7.9	10.5	12.8	4.3	4.4
Cc1cc(NC(=O)c2ccccc2Oc2ccccc2)no1	-5.5	100.4	1527	0.9	1	.	-4.3	3.7	-4.9	11.0	0.7
CC(C)(C)CN1CCNC(=O)C1CC(=O)NCCN1CCCc2ccccc21 (centres undefined)	3.2	105.1	1481	1.1	1	0.867	0.3	-0.6	4.0	-5.0	-0.6
